UBC13 polyUb: UBC13 polyubiquitin chain formation inhibitors, primary screen, biochemical, TR-FRET, uHTS; inhibition, % at 20 µM; actives 0.47% (n = 330,000); AID 485273, 2010; in the data active = inhibition above about 45%, passing the limit was not always enough
Target sequence (P61088 whole entry, looked up): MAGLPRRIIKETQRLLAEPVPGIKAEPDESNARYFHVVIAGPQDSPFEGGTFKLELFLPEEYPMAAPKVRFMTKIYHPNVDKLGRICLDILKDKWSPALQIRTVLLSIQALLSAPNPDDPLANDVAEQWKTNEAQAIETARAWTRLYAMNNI
SENP1 inh: human SENP1 catalytic domain inhibitors, primary screen, biochemical, FRET, uHTS; recombinant SENP1 catalytic domain, CyPet-SUMO1-YPet FRET cleavage; inhibition, % at 10 µM; actives 0.21% (n = 360,000);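 active = inhibition at least 30% at 10 µM, raw YFP signal under a set limit, fluorescence ratio 0.5 to 1.5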;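 note: 0% = enzyme with DMSO and 100% = no enzyme wells; some results filed as inactive read as strong as hits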
Target sequence (Q9P0U3 419-644 limits assumed): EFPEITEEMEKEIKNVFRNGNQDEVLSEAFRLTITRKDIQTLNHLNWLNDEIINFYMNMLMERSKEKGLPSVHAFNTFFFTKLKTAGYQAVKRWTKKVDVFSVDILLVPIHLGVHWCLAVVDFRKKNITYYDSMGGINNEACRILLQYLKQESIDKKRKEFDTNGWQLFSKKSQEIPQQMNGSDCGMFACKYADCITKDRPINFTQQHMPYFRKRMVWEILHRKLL
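Material – human SENP1 catalytic domain · Input – SENP1 enzyme, 20 pM final · Compound dosing – single concentration of 10 µM compound, 0.5% DMSO final · Timing – enzyme reaction for 50 min at room temperature, dark · Measured by – FRET fluorescence in CFP and YFP emission channels · Control set – no-enzyme wells low, DMSO-plus-enzyme wells high control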
A3G deaminase: APOBEC3G DNA deaminase inhibitors, primary screen, biochemical, fluorescence, single-stranded DNA substrate, uHTS; inhibition, % at 20 µM; actives 0.28% (n = 330,000); DNA dC->dU-editing enzyme APOBEC-3G (Homo sapiens), Q9HC16; recombinant A3G, ssDNA deamination FAM/TAMRA fluorescence; AID 493012, 2011;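 active = inhibition of at least 40% at 20 µM, with no more than 30% in the related APOBEC3A deaminase screen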;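 note: plate controls were DMSO wells with A3G for no effect and wells lacking A3G enzyme for full effect; some compounds called inactive have numbers as strong as hits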
SENP6 block: SENP6 protease inhibitors, primary screen, biochemical, luminescence, uHTS | Recombinant SENP6 catalytic domain, aminoluciferin luminescence | Sentrin-specific protease 6 (Homo sapiens), Q9GZR1 | inhibition, % at 10 µM | AID 2599, 2010 | actives 1.8% (n = 330,000);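 active = inhibition above about 50% at the single tested dose, limit read from the data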;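 note: plate controls were DMSO wells with enzyme for no effect and DMSO wells lacking enzyme for full effect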
Apaf-1 inh: inhibitors of human Apaf-1 apoptosome, primary screen, biochemical, DEVD-Rh110 fluorescence, uHTS | reconstituted apoptosome caspase-3 activity | inhibition, % at 20 µM | actives 0.71% (n = 330,000); active = inhibition of at least 40% at 20 µM;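 note: plate controls were DMSO wells for no effect and DEVD-CHO caspase inhibitor wells for full effect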
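Material: reconstituted apoptosome with Apaf-1, cytochrome c, caspase-9, procaspase-3, dATP. Technique: Rh110 fluorescence intensity. Buffer or medium: pH 7.5 Hepes buffer with CHAPS, BSA, DTT. Times: 30 min plus 50 min, RT.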
SENP7 block: SENP7 protease inhibitors, primary screen, biochemical, luminescence, uHTS. inhibition, % at 5 µM. recombinant SENP7, Z-RLRGG-aminoluciferin luminescence, 40 min. AID 434973, 2010. Sentrin-specific protease 7 (Homo sapiens), Q9BQF6. actives 1.5% (n = 330,000);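 active = inhibition above about 50% at the single test dose, limit read from the data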;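 note: plate controls were DMSO with enzyme for no effect and no enzyme buffer wells for full effect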
Target sequence (Q9BQF6 706-1050 limits assumed): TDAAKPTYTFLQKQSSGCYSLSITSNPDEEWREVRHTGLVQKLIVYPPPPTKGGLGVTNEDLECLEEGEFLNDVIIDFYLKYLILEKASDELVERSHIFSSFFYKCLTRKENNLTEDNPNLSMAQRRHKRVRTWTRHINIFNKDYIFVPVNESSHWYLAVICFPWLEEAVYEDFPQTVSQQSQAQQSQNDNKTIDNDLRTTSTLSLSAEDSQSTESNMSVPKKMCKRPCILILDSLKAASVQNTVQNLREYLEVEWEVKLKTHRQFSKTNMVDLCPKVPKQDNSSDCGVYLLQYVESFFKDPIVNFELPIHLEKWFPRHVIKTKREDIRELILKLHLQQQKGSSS
SENP8 block-1: human SENP8 protease inhibitors, primary screen, biochemical, fluorescence, Nedd8 protein substrate, uHTS | Sentrin-specific protease 8 (Homo sapiens), Q96LD8 | recombinant SENP8 | inhibition, % at 20 µM | actives 0.64% (n = 360,000) | AID 602440, 2012; in the data active = inhibition mostly above about 40%, no sharp cut-off; inactive = mostly below about 27%
Target sequence (Q96LD8 whole entry, looked up): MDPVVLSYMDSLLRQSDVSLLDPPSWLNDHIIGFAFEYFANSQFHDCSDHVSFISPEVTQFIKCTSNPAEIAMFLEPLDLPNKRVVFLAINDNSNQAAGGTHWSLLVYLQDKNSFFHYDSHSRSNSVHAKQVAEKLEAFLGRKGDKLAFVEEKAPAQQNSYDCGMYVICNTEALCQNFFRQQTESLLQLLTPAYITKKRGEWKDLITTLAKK
SENP8 block-2: SENP8 protease inhibitors, primary screen, biochemical, luminescence | Sentrin-specific protease 8 (Homo sapiens), Q96LD8 | purified SENP8, Z-RLRGG-aminoluciferin cleavage | inhibition, % at 10 µM | actives 1.2% (n = 330,000) | AID 2540, 2010; in the data active = inhibition above about 50%
* marks the source's active call; other numbers are inactive results; x = not tested or not shown.

SMILES	UBC13 polyUb	SENP1 inh	A3G deaminase	SENP6 block	Apaf-1 inh	SENP7 block	SENP8 block-1	SENP8 block-2
CNS(=O)(=O)c1cccc(C(=O)OCC(=O)c2ccc3[nH]c(=O)[nH]c3c2)c1	6	4	20	-2	13	0	-29	3
OCCCC1CCCN(Cc2cn[nH]c2-c2ccc(F)cc2F)C1 (stereo unspecified)	-6	1	-10	-18	4	-5	5	-5
COc1cccc(Nc2c3c(nc4c(-c5ccccc5)c(C)nn24)CCC3)c1	30	-1	-5	-18	11	3	-237	0
O=C(COc1ccc2oc3c(c2c1)CCCC3)Nc1ccccn1	-1	-5	0	56*	-3	89*	12	32
Cn1c(=O)c(C(=O)CN2CCCCC2)c(N)n(Cc2ccccc2)c1=O	2	-3	24	-8	-7	2	12	6
CCCn1nnnc1SCC(=O)N1C(C)CCCC1C (stereo unspecified)	-10	3	-3	-14	-5	-3	9	-5
CCOc1ccc(NC(=O)NCc2ccco2)cc1	-20	1	-6	-24	1	-2	7	-16
CC1(c2ccc3ccccc3c2)NC(=O)N(CC(=O)O)C1=O (stereo unspecified)	-8	-1	-3	-6	8	-1	11	4
CC(C)C1=CC(=NS(=O)(=O)c2cccc([N+](=O)[O-])c2)C=C(C(C)C)C1=O	-3	4	-2	-5	8	10	25	-10
CCn1c(C)cc(O)c(C(=O)Nc2cccc(Cl)c2)c1=O	13	0	-3	5	7	5	4	-9
C=CCSc1ccc(S(=O)(=O)N2CCN(C)CC2)cn1	3	1	-3	-18	-3	-10	13	6
Cc1ccccc1Cn1nnc(C(=O)Nc2ccc3c(c2)OCCO3)c1N	2	1	-8	-14	1	-4	3	-11
O=C(Cn1cccc1C(=O)c1ccccc1)NCCN1CCOCC1	11	0	-4	3	-4	1	14	-1
Cc1ccc2c(c1)N=C(c1ccc(Cl)cc1)CO2	2	3	-9	96*	7	98*	-270	95*
O=C(NCCOc1ccccc1F)C1CCC(=O)N(CC2CCCCC2)C1 (stereo unspecified)	-2	1	-5	-8	10	-9	14	-12
COC(=O)NNC(=O)COc1ccc(Br)c(C)c1	3	2	-5	-3	-19	5	10	5
C=C(C)CSc1nc2ncccc2[nH]1	-5	1	-2	-13	6	5	10	4
Cc1ccc(C(=O)NCCCNC(=O)COc2ccc(C)c(C)c2)cn1	3	0	-1	-2	-1	9	10	2
Cc1ccc(CN2CCN(CC(C)C)C(CCO)C2)s1 (stereo unspecified)	1	-2	0	5	0	10	18	2
N#CCCCSc1nnc(-c2ccccn2)o1	3	2	4	-6	0	3	10	-10
Cn1c(Cc2ccc3c(c2)OCO3)nnc1SCC(=O)NC1CCCC1	6	x	-6	-6	-3	3	x	0
Cn1c(-c2ccncc2)nc2ccccc21	-3	3	-6	8	-9	-1	-34	-2
CCC(C(=O)OCCOCCN(CC)CC)c1ccccc1 (stereo unspecified)	8	2	-5	-29	-7	7	12	-1
COc1cc2c(cc1OC)CN(C(=O)c1ccc(N3CCCC3)c([N+](=O)[O-])c1)CC2	-14	4	-3	-11	15	-3	11	10
O=C1C(=O)N(c2ccccn2)C(c2cccc([N+](=O)[O-])c2)/C1=C(/O)c1ccc(Br)cc1 (stereo unspecified)	7	2	-11	4	1	-3	8	-3
Next section
SMILES	UBC13 polyUb	SENP1 inh	A3G deaminase	SENP6 block	Apaf-1 inh	SENP7 block	SENP8 block-1	SENP8 block-2
CCn1ccnc1CN1CCCCC1C(=O)Nc1ccc(Oc2cccnc2)cc1 (stereo unspecified)	-4	1	-10	-17	15	-9	3	-6
O=C(c1cccc(-c2ccccc2)c1)N1CC[C@@H](N2CCC(O)CC2)[C@H](O)C1	2	-105	-4	9	1	-1	13	-2
N#Cc1nc(-c2ccccc2Cl)oc1NCC1CCCO1 (stereo unspecified)	-4	1	-4	-8	9	-9	-419	-2
CCCn1c(N)c(N(CCOC)C(=O)c2cc(-c3ccco3)nc3ccccc23)c(=O)[nH]c1=O	3	-2	6	17	-5	-7	-126	2
COc1ccccc1NC(=O)c1oc2ccccc2c1NC(=O)c1cc(OC)c(OC)c(OC)c1	4	0	-8	-14	3	-10	-219	0
Cc1ccc(-c2csc3ncnc(N4CCN(Cc5ccccc5)CC4)c23)cc1	6	-2	-2	13	22	-1	10	3
O=C(NCc1ccon1)c1ccc(OC2CCN(CCc3ccccc3)CC2)cc1	5	1	-4	16	1	3	6	1
CCN(C(=O)COC(=O)c1ccc([N+](=O)[O-])o1)c1cccc2ccccc12	-11	1	-7	6	18	3	26	5
CCOC(=O)N1CCN(C(=O)c2ccc3c(c2)N=C(CC)c2cc(C)ccc2S3)CC1	-6	1	11	11	31	3	5	-4
COc1ccc(C(=O)N2CCCC(N3CCN(c4ccccc4OC)CC3)C2)c(OC)n1 (stereo unspecified)	3	0	-3	3	-4	3	12	-9
O=C(O)C1CCCCC1C(=O)Nc1cccc2ccccc12 (stereo unspecified)	-5	-3	-2	-5	-7	1	-16	-15
O=C(Nc1cccc(C(=O)N2CCOCC2)c1)c1ncn[nH]1	5	0	-1	-4	-21	85*	7	2
CCCCc1cc(=O)oc2cc(C)cc(OCc3nn[nH]n3)c12	14	1	-4	-2	-1	2	-392	2
CCOC(=O)C1=C(C)Nc2sc(C(=O)c3ccc(F)cc3)c(N)c2C1c1ccc(C(=O)OC)cc1 (stereo unspecified)	-1	-25	-3	7	4	2	-52	-1
COc1c2ccoc2nc2c(OC)c(O)ccc12	9	3	-9	0	3	-10	0	-19
COc1ccc(/C=N/NC(=O)c2ccncc2)cc1[N+](=O)[O-]	-12	34	-1	3	-9	-2	10	-5
CCN(CC)C(=S)Oc1c(Cl)cccc1Cl	5	0	-6	6	-8	4	10	7
CCS(=O)(=O)NCC(c1ccco1)N1CCN(c2ccccc2)CC1 (stereo unspecified)	-3	3	-3	7	7	-1	14	2
COc1ccccc1CNS(=O)(=O)c1c(C(=O)N2CCCCC2)c(C)n(C)c1C	0	3	-7	-14	-8	14	0	-4
COc1ccc(C(=O)Nc2cc(=O)[nH]c3ncnn23)cc1	14	-11	-8	5	-25	-5	-8	-8
COc1ccc(C(=O)NNC(=O)C2CCCN(C3CC(=O)N(c4ccccc4)C3=O)C2)cc1 (stereo unspecified)	11	1	-7	-3	-23	-1	3	5
Cc1c(NC(=O)c2ccc3nsnc3c2)cccc1[N+](=O)[O-]	-6	2	1	-2	1	-4	4	-1
CC(C)(C)n1nc(-c2ccc(Cl)cc2)c2c(N)ncnc21	12	-3	0	-8	7	4	4	2
Cn1c(=O)c2c(ncn2CC(=O)OCC(=O)NCc2ccc(Cl)cc2)n(C)c1=O	7	3	-1	2	1	4	24	-3
COc1cccc(C(=O)CSc2nnnn2C2CCCCC2)c1	-6	0	-11	-23	21	-9	19	-15

No new results follow: 2 of the compounds above.
SMILES	UBC13 polyUb	SENP1 inh	A3G deaminase	SENP6 block	Apaf-1 inh	SENP7 block	SENP8 block-1	SENP8 block-2
Cc1ccc(-c2csc3ncnc(N4CCN(Cc5ccccc5)CC4)c23)cc1	6	-2	-2	13	22	-1	10	3
O=C(NCc1ccon1)c1ccc(OC2CCN(CCc3ccccc3)CC2)cc1	5	1	-4	16	1	3	6	1

(next part)
SMILES	UBC13 polyUb	SENP1 inh	A3G deaminase	SENP6 block	Apaf-1 inh	SENP7 block	SENP8 block-1	SENP8 block-2
O=C(Cc1n[nH]c(=O)c2ccccc12)OCC(=O)N(Cc1ccccc1)Cc1ccccc1	-4	3	-4	-1	19	-9	6	-9
O=C(COC(=O)c1cccs1)NCCN1C(=O)CSC1=O	-1	1	-1	-8	-4	-5	20	-7
Cc1cc(C(=O)COC(=O)CC2Sc3ccccc3NC2=O)c(C)n1-c1ccc(Br)cc1 (stereo unspecified)	-9	-4	-9	8	22	6	-5	3
O=C(Cc1noc2ccccc12)NNC(=S)Nc1ccccc1	-14	1	8	-5	9	-6	10	-11
Fc1ccc(NC(=S)NCc2ccccc2Cl)cc1	13	0	-3	7	4	14	19	2
COc1ccc(S(=O)(=O)N2CCC3(CC2)OCCN3S(=O)(=O)c2cccs2)cc1	-2	0	-4	3	11	2	16	4
CCOc1ccccc1C1C(C#N)=C(N)Nc2onc(-c3ccccc3)c21 (stereo unspecified)	14	5	-1	11	-16	9	18	9
COc1ccc(Cl)cc1NC(=O)NCC1CCN(C(=O)OC(C)(C)C)CC1	-4	0	-9	-17	16	-5	4	-8
C=CCn1cc(C(=O)OCC)c(=O)c2ccc(F)cc21	2	1	-4	6	-8	0	4	3
CC(=O)Nc1cccc(Oc2ccc([N+](=O)[O-])cc2Cl)c1	9	4	-3	-4	-7	-3	10	-5
O=C(O)C1C2C=CC(C2)C1C(=O)NCc1ccc2c(c1)OCO2 (stereo unspecified)	-7	-1	-1	8	-5	14	7	3

19 structures already listed, ordered by molecular weight, descending.
SMILES	UBC13 polyUb	SENP1 inh	A3G deaminase	SENP6 block	Apaf-1 inh	SENP7 block	SENP8 block-1	SENP8 block-2
Cc1cc(C(=O)COC(=O)CC2Sc3ccccc3NC2=O)c(C)n1-c1ccc(Br)cc1 (stereo unspecified)	-9	-4	-9	8	22	6	-5	3
COc1ccc(S(=O)(=O)N2CCC3(CC2)OCCN3S(=O)(=O)c2cccs2)cc1	-2	0	-4	3	11	2	16	4
O=C(Cc1n[nH]c(=O)c2ccccc12)OCC(=O)N(Cc1ccccc1)Cc1ccccc1	-4	3	-4	-1	19	-9	6	-9
Cn1c(=O)c2c(ncn2CC(=O)OCC(=O)NCc2ccc(Cl)cc2)n(C)c1=O	7	3	-1	2	1	4	24	-3
COc1ccc(Cl)cc1NC(=O)NCC1CCN(C(=O)OC(C)(C)C)CC1	-4	0	-9	-17	16	-5	4	-8
CCS(=O)(=O)NCC(c1ccco1)N1CCN(c2ccccc2)CC1 (stereo unspecified)	-3	3	-3	7	7	-1	14	2
CCOc1ccccc1C1C(C#N)=C(N)Nc2onc(-c3ccccc3)c21 (stereo unspecified)	14	5	-1	11	-16	9	18	9
COc1cccc(C(=O)CSc2nnnn2C2CCCCC2)c1	-6	0	-11	-23	21	-9	19	-15
O=C(COC(=O)c1cccs1)NCCN1C(=O)CSC1=O	-1	1	-1	-8	-4	-5	20	-7
O=C(Cc1noc2ccccc12)NNC(=S)Nc1ccccc1	-14	1	8	-5	9	-6	10	-11
O=C(O)C1C2C=CC(C2)C1C(=O)NCc1ccc2c(c1)OCO2 (stereo unspecified)	-7	-1	-1	8	-5	14	7	3
Cc1c(NC(=O)c2ccc3nsnc3c2)cccc1[N+](=O)[O-]	-6	2	1	-2	1	-4	4	-1
CC(=O)Nc1cccc(Oc2ccc([N+](=O)[O-])cc2Cl)c1	9	4	-3	-4	-7	-3	10	-5
CC(C)(C)n1nc(-c2ccc(Cl)cc2)c2c(N)ncnc21	12	-3	0	-8	7	4	4	2
Fc1ccc(NC(=S)NCc2ccccc2Cl)cc1	13	0	-3	7	4	14	19	2
COc1ccc(C(=O)Nc2cc(=O)[nH]c3ncnn23)cc1	14	-11	-8	5	-25	-5	-8	-8
CCN(CC)C(=S)Oc1c(Cl)cccc1Cl	5	0	-6	6	-8	4	10	7
C=CCn1cc(C(=O)OCC)c(=O)c2ccc(F)cc21	2	1	-4	6	-8	0	4	3
COc1c2ccoc2nc2c(OC)c(O)ccc12	9	3	-9	0	3	-10	0	-19

Assay outcomes from PubChem.
